TAAR1 agonist – human TAAR1 agonists, primary screen, Fluo-8 calcium fluorescence, CHO RD-HGA16 cells; activation, % at 3 µM; 360,000 tested, 0.99% active; Trace amine-associated receptor 1 (Homo sapiens), Q96RJ0; vehicle wells 0%, saturating PEA agonist 100%;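 active means activation above the mean activation of all test compounds in the run plus 3 SD, cut at about 38% in these data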
Target sequence (Q96RJ0 whole entry, looked up): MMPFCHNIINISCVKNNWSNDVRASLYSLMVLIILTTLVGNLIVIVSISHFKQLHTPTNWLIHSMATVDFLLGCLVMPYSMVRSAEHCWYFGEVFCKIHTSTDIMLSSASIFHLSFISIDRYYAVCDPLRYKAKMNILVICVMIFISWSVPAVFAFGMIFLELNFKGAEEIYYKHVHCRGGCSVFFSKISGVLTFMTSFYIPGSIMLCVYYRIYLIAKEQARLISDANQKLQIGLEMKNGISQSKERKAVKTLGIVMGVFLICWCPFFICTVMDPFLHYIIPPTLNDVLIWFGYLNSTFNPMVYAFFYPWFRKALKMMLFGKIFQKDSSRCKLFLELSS
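System: CHO-derived RD-HGA16 cells with stable Gα16 and human TAAR1 / Times: 17-24 h plating, Fluo-8 75 min 37 °C, 30 min RT / Technique: calcium-sensitive Fluo-8 signal, excitation 470-495, emission 515-575 nm / Measure: % activation relative to PEA EC100 response / Benchmarks: DMSO and PEA EC100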
The depositor's hits bear a star.

smiles	TAAR1 agonist
CCN(C(=O)COC(=O)C(O)(c1ccccc1)c1ccccc1)c1c(N)n(Cc2ccccc2)c(=O)[nH]c1=O	3.4
O=C(NCCN1CCC2(CC1)C(=O)NCN2c1ccccc1)c1cc(C(F)(F)F)ccc1C(F)(F)F	2.3
CC(C)C(CN1CCC(C)(c2cccc(O)c2)[C@@H](C)C1)NC(=O)C1Cc2ccc(O)cc2CN1 (stereo not given in full)	1.7
Cc1ccc(C(=O)NCCN2CCC3(CC2)C(=O)NCN3c2ccccc2)cc1	86.5*
O=C1NC(=O)C(=Cc2ccc3c(c2)OCO3)C(=O)N1	3.4
CN1OC[C@@H]2CN3C4(C[C@@H]21)c1ccccc1C3(c1ccccc1)c1ccccc14	1.4
COC(=O)C1C(OC(=O)c2ccccc2)CC2CCC1[N+]2(C)C (stereo not given)	1.0
CC(=O)C1=C(C)OC2=C(C(=O)CCC2)[C@@]12C(=O)N(C)c1ccccc12	3.2
CCN(CC)C(=O)[C@@H]1C=C2c3cccc4[nH]c(Br)c(c34)C[C@H]2N(C)C1	0.2
Cc1cccc2nc(-c3ccccc3)c(-c3ccc(CN4CCC(n5c(=O)[nH]c6cc(Cl)ccc65)CC4)cc3)nc12	-0.2
C1=C(c2c[nH]c3ccccc23)CCNC1	9.5
Clc1cc(Cl)cc(CN2Cc3cc(Br)ccc3-n3nncc3C2)c1	-1.9
N#Cc1ccc2nc(-c3ccc(CN4CCC(n5nnc6ccccc65)CC4)cc3)c(-c3ccccc3)nc2c1	-1.0
O=P(OCCCl)(OCCCl)OCCCl	0.0
Clc1ccc([C@@H]2CC3CCC2N3)cn1 (stereo not given in full)	0.9
CC[C@]12CCN(CC3(O)CC3)C(Cc3ccc(O)cc31)C2(C)C	1.3
CCN(C)C(C)Cc1cccc(C(F)(F)F)c1 (stereo not given)	4.8
Cc1cc(N2CCNC[C@@H]2C)ccc1N1CCN[C@@H](C)C1	0.0
N#Cc1ccc(NC(=S)N2Cc3ccc(Br)cc3-n3nncc3C2)cc1	26.3
O=C1NC(=O)N(c2ccccc2)C(=O)/C1=C\c1ccc([N+](=O)[O-])s1	4.2
Cc1cc(O)ccc1Cl	0.1
c1ccc(CCN2CCC3CCNC3C2)cc1 (stereo not given)	2.6
C/C=C1/CC(C)C(C)(O)C(=O)OCC2CCN3CCC(OC1=O)C23 (stereo not given)	3.7
CN1CC[C@@H]2CN[C@H](c3ccccc3Br)C[C@@H]21	3.1
C/C(=N\NC(=O)c1ccncc1)c1c(O)[nH]c(=O)[nH]c1=O	1.8
O=C1C2CC=CCC2C(=O)N1SC(Cl)(Cl)Cl (stereo not given)	57.4*
COc1cccc(-c2ccc3c(c2)C2c4cnnn4-c4ccccc4C(=O)N2CC3)c1 (stereo not given)	-0.1
COc1cc2c(cc1OC)C(c1c(O)n(CCc3ccccc3)c(=S)[nH]c1=O)NCC2 (stereo not given)	2.7
COc1cccc(NC2=NCCS2)c1	1.8
COc1ccc(N2C(=O)/C(=C/C=C/c3ccccc3[N+](=O)[O-])C(=O)NC2=S)cc1	-0.1
O=S(=O)(c1ccc(Cl)cc1)N1Cc2ccc(Br)cc2-n2nncc2C1	0.8
CC(C)Oc1ccc(Cc2c(O)[nH]c(=O)[nH]c2=O)cc1	2.3
O=C(NC1CN2CCC1CC2)c1ccc(Cl)cc1 (stereo not given)	1.6
CCCN(CCC)CCc1c[nH]c2ccccc12	2.4
Fc1ccc2nc(-c3ccc(CN4CCC(n5nnc6ccccc65)CC4)cc3)c(-c3ccccc3)nc2c1	-0.8
C=C1C(=O)OC2CCN3CC=C(COC(=O)C(C)(O)C4(CO4)C1C)C23 (stereo not given)	2.3
c1ccc2c(CNC3CCCCC3)c[nH]c2c1	2.4
O=C(c1ccccc1)N1Cc2cc(Br)ccc2-n2nncc2C1	2.5
Cc1ccc(OC(=O)N(C)C[C@H]2OCc3cnnn3CCCC(=O)N([C@@H](C)CO)C[C@@H]2C)cc1	3.7
CC1C2Cc3ccc(O)cc3C1(C)CCN2CC1CC1 (stereo not given)	1.0
CCN1CCN(Cc2cc(OC)c(OC)cc2[N+](=O)[O-])CC1	3.3
CS(=O)(=O)N1Cc2cc(Br)ccc2-n2nncc2C1	1.5

Ordered by formula weight (descending): some entries from above
smiles	TAAR1 agonist
Fc1ccc2nc(-c3ccc(CN4CCC(n5nnc6ccccc65)CC4)cc3)c(-c3ccccc3)nc2c1	-0.8
Cc1ccc(OC(=O)N(C)C[C@H]2OCc3cnnn3CCCC(=O)N([C@@H](C)CO)C[C@@H]2C)cc1	3.7
COc1cc2c(cc1OC)C(c1c(O)n(CCc3ccccc3)c(=S)[nH]c1=O)NCC2 (stereo not given)	2.7
COc1ccc(N2C(=O)/C(=C/C=C/c3ccccc3[N+](=O)[O-])C(=O)NC2=S)cc1	-0.1
O=C(c1ccccc1)N1Cc2cc(Br)ccc2-n2nncc2C1	2.5
C=C1C(=O)OC2CCN3CC=C(COC(=O)C(C)(O)C4(CO4)C1C)C23 (stereo not given)	2.3
CS(=O)(=O)N1Cc2cc(Br)ccc2-n2nncc2C1	1.5
CCN1CCN(Cc2cc(OC)c(OC)cc2[N+](=O)[O-])CC1	3.3
O=C1C2CC=CCC2C(=O)N1SC(Cl)(Cl)Cl (stereo not given)	57.4*
CN1CC[C@@H]2CN[C@H](c3ccccc3Br)C[C@@H]21	3.1
C/C(=N\NC(=O)c1ccncc1)c1c(O)[nH]c(=O)[nH]c1=O	1.8
CC(C)Oc1ccc(Cc2c(O)[nH]c(=O)[nH]c2=O)cc1	2.3
CC1C2Cc3ccc(O)cc3C1(C)CCN2CC1CC1 (stereo not given)	1.0
CCCN(CCC)CCc1c[nH]c2ccccc12	2.4
c1ccc2c(CNC3CCCCC3)c[nH]c2c1	2.4
COc1cccc(NC2=NCCS2)c1	1.8

Copied from the list:
In TAAR1 agonist, `O=C(c1ccccc1)N1Cc2cc(Br)ccc2-n2nncc2C1` reads 2.5
In TAAR1 agonist, `CCCN(CCC)CCc1c[nH]c2ccccc12` reads 2.4

Not all compounds are listed; the hit share may differ from the screen's.
